# Source: PubChem (Broad Institute)
# HRP interference = HRP/luminol detection interference without ALR, dose response, artefact control for ALR inhibitor project, biochemical, luminescence, no ALR or DTT | HRP/H2O2 luminol luminescence counterscreen, no ALR | AC50 in µM for hits, for the others activity change, negative = inhibition, % at the top dose, mostly 10 µM | 2,500 tested, 15% active | AID 540356;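 active = signal-lowering compounds whose fitted half-maximal concentration AC50 is no higher than ten times their top tested concentration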;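 also: 0% = median of neutral control wells and -100% = median of quercitin 100 µM wells; many of its hits are not listed in these tables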
# Numbers without * were called inactive. An excerpt (hit frequency here may not be typical).
SMILES,HRP interference
C=CCN1C(=O)NC(=O)/C(=C\c2ccc(-c3ccccc3[N+](=O)[O-])o2)C1=O,1.9%
NCCc1ccc(O)c(O)c1,6.1µM*
CN1CCN(c2ccc(N)cc2)CC1,-11%
CNCCc1ccc(O)c(O)c1,-17%
CN=C(SCc1cc2c(cc1Cl)OCO2)c1c(O)n(C)c(=O)n(C)c1=O,-4.8%
CCNc1ccc(P(=S)(N(C)C)N(C)C)cc1,-0.2%
Cn1cnc([N+](=O)[O-])c1Sc1ccc([N+](=O)[O-])cc1,1.1%

# Random excerpt: 2 entries already listed.
SMILES,HRP interference
CNCCc1ccc(O)c(O)c1,-17%
C=CCN1C(=O)NC(=O)/C(=C\c2ccc(-c3ccccc3[N+](=O)[O-])o2)C1=O,1.9%

# Reformatted bar-delimited: entries from further up
SMILES | HRP interference
CN1CCN(c2ccc(N)cc2)CC1 | -11%
CNCCc1ccc(O)c(O)c1 | -17%
CN=C(SCc1cc2c(cc1Cl)OCO2)c1c(O)n(C)c(=O)n(C)c1=O | -4.8%
